TEAD-YAP block = TEAD-YAP interaction inhibition; HEK-TIYL cells, TEAD-Gal4/YAP UAS-luciferase luminescence; inhibition, % at 9.12 µM; hit rate 1.4% among 640,000; in the data active = inhibition above about 32%;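 also: 0% = median of test compound wells and 100% = reference inhibitor wells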
FBW7 act = activators of human E3 ligase FBW7; Q969H0; AlphaScreen FBW7–phospho-cyclin E peptide binding, activator screen; normalized activity (activation), % at 26.1 µM; hit rate 0.13% among 650,000; AID 1259310; in the data active = normalized activity above about 1.9%;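 also: purified mutant Fbw7 with reduced substrate affinity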
GPR151 ag = human GPR151 activation; PathHunter beta-arrestin GPR151 cells, luminescence; Q8TDV0; hit rate 1% among 650,000; activation, % at 11.2 µM; in the data active = activation above about 4.9%;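 also: 0% = median of compound wells and 100% = cells with positive control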
Target sequence (Q8TDV0 whole entry, looked up): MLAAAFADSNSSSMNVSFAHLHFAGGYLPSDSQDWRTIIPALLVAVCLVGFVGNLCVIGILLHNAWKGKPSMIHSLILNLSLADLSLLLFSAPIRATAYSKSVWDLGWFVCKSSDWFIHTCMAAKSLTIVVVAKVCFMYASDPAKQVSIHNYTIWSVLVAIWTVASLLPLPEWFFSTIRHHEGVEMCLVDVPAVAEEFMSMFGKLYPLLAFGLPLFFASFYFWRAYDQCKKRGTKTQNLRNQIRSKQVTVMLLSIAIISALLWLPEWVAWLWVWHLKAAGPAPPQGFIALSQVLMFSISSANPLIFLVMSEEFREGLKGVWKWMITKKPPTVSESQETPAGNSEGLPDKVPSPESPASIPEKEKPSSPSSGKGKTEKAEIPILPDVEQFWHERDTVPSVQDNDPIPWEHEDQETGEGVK
MITF inh = inhibitors of human MITF; O75030; AlphaScreen MITF homodimerization, bead proximity signal; inhibition, % at 2.6 µM; hit rate 0.91% among 650,000; AID 1259374; in the data active = inhibition above about 50%;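 also: 0% = vehicle wells with protein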
Target sequence (O75030 whole entry, looked up): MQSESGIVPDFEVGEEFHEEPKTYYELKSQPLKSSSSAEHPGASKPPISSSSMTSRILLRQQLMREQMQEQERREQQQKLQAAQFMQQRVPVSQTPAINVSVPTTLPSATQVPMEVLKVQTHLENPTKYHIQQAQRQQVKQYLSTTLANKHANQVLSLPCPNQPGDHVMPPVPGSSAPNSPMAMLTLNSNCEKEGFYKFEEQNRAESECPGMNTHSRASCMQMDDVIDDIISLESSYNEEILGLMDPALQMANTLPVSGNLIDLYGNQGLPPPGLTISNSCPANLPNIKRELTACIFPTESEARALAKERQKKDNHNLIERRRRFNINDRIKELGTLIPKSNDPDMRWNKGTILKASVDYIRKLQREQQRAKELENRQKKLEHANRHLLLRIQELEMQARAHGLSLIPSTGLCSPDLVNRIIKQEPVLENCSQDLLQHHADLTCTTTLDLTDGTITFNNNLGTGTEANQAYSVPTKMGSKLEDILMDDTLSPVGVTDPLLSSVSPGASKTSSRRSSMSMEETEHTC
* hit, by the source's call.

SMILES	TEAD-YAP block	FBW7 act	GPR151 ag	MITF inh
CC(NC(=O)C(=O)N/N=C\c1ccccc1O)c1ccccc1 (configuration not stated)	0.1	-2.1	0.8	40.2
CCN(Cc1ccccc1)C(=O)CSc1cccc[n+]1[O-]	-1.3	0.2	-1.7	8.9
COc1ccc(-c2cc3c(=O)n(CC(=O)NCc4cccc(OC)c4)ncn3n2)cc1	-9.6	-0.1	0.4	-5.6
COC(=O)C1=NN(C(=O)c2cccc(Br)c2)C(O)(c2ccc(Cl)cc2)C1 (configuration not stated)	2.6	-0.1	4.5	2.8
CCc1ccc(C(=O)/C=C/Nc2ccc(C(=O)O)cc2)cc1	9.8	0.2	3.9	11.1
CCC(C)c1ccccc1OCC(=O)Nc1ccc(C(=O)OC)cc1 (configuration not stated)	-7.0	0.0	-0.9	-5.0
Brc1cnc(Nc2ccc(Oc3ccccc3)cc2)nc1	-82.0	0.2	-1.0	-1.3
COC(=O)C1=C(C(=O)OC)SC(=C2C(=S)C(C)(C)N(C(=O)c3ccc(F)cc3)c3cc(C)c(C)cc32)S1	1.8	0.0	-1.0	10.7
O=C(Nc1ccc(Cl)cc1)/C(=C/c1cccc([N+](=O)[O-])c1)NC(=O)c1ccco1	2.8	0.1	0.5	11.4
Cc1ccc(N2C(N)=C(C#N)C(c3cc(Br)cs3)C3=C2CCCC3=O)cc1 (configuration not stated)	33.7*	0.1	1.2	3.2
COc1cccc(C(c2ccccn2)N(C)C(=O)C2CCN(C(=O)c3ccco3)CC2)c1 (configuration not stated)	9.3	0.6	-0.4	19.4
CCCCn1cccc(C(=O)/C=C(\C)c2cccn(CCCC)c2=O)c1=O	-5.7	-0.1	0.9	1.8
Cc1nc2ccccn2c1C(=O)Nc1cccc(Cl)c1	-18.1	-0.1	0.1	3.2
Cc1sc2ncn(CC(=O)NCc3ccccn3)c(=O)c2c1S(=O)(=O)N1CCOCC1	-5.2	-0.1	-0.5	-9.6
Cc1ccc(/C=C2/NC(=O)N(c3cccc(Cl)c3)C2=O)o1	-10.3	0.0	-1.6	15.4
CS(=O)(=O)N(CC(=O)Nc1ccc(C(N)=O)cc1)c1cccc(C(F)(F)F)c1	-1.0	0.3	-0.2	8.9
COc1cc(/C=C/c2ccc3c([N+](=O)[O-])cccc3n2)ccc1OCC(=O)O	-6.2	0.3	-0.9	10.8
O=C(COC(=O)CCN1C(=O)C2CCCCC2C1=O)Nc1ccc2c(c1)CCC2 (configuration not stated)	4.5	0.4	-1.1	8.1
CS(=O)(=O)Nc1ccc2c(c1)CN(C(=O)C1CC1)CC2	0.8	0.8	-0.2	2.5
COc1cc([N+](=O)[O-])ccc1NC(=S)NNC(=O)c1cn(C)c2ccccc12	-5.3	-0.3	1.8	-1.5

Whole records, looked up by structure:
Brc1cnc(Nc2ccc(Oc3ccccc3)cc2)nc1 is listed with TEAD-YAP block = -82.0; FBW7 act = 0.2; GPR151 ag = -1.0; MITF inh = -1.3
COC(=O)C1=NN(C(=O)c2cccc(Br)c2)C(O)(c2ccc(Cl)cc2)C1 (configuration not stated) is listed with TEAD-YAP block = 2.6; FBW7 act = -0.1; GPR151 ag = 4.5; MITF inh = 2.8

Following part
SMILES	TEAD-YAP block	FBW7 act	GPR151 ag	MITF inh
NS(=O)(=O)c1ccc(CCNC2CC(=O)N(c3ccccc3F)C2=O)cc1 (configuration not stated)	2.6	0.1	-0.2	3.4
CCOc1cc(/C=C2/C(=N)N3N=C(Cc4ccccc4)SC3=NC2=O)ccc1OCc1ccc(F)cc1	3.5	-0.1	0.3	-3.5
O=C(Nc1ccc2c(c1)OCO2)c1cnn2c1NC(c1ccc(F)cc1)CC2C(F)(F)F (configuration not stated)	-1.1	0.3	-1.0	11.0
O=C(Oc1ccccc1C(=S)N1CCOCC1)c1cccc([N+](=O)[O-])c1	-1.4	-0.2	0.3	3.3
C=CCNC(=O)c1ccc2c(=O)[nH]c3c(C(=O)NC4CCCC4)sc(=S)n3c2c1	1.0	0.3	-0.5	7.3
CCCOc1ccc(/C=N/Nc2ncc(-c3ccccc3)cn2)c(O)c1	7.7	0.2	3.7	20.3
Cc1nc2c(-c3ccc(F)cc3)c(C)nn2c(C)c1CC(=O)NC1CCCC1	-6.1	0.1	-0.3	-0.4
C=CCNC(=O)c1ccc(Cl)c(S(=O)(=O)N2CCOCC2)c1	-4.0	-0.2	0.0	0.3
Cc1nn(C)c(C)c1/C=C/c1ccc2c([N+](=O)[O-])cccc2n1	-43.8	0.0	0.4	7.2
CCOc1ccccc1NC1=C(Cl)C(=O)N(c2ccccc2)C1=O	12.6	-0.1	-0.6	5.7
O=C1CCCN1CCCNc1nc(NCc2cccnc2)c2ncn(-c3ccccc3)c2n1	2.0	-0.1	-0.7	-3.3
O=C(/C=C/c1ccco1)c1ccc(O)cc1	-10.6	-0.1	-0.9	12.0
CCOc1ccccc1N1CCN(C(=O)/C=C/c2ccco2)CC1	-3.9	-0.1	-0.2	13.2
CN1CCN(c2ccc(-c3cnn4c(NCC5CC5)ccnc34)cn2)CC1	-44.9	-0.1	3.6	-12.5
CCCN(CCC)S(=O)(=O)c1ccc2c(c1)oc(=O)n2C	-5.0	0.0	-0.6	1.9
O=C(Nc1nc(-c2cccs2)c(C(=O)C(F)(F)F)s1)c1ccco1	12.7	0.0	0.7	-1.3
CCn1c(SCc2ccc(OC)cc2)nnc1-c1ccncc1	-0.8	-0.1	2.9	3.3
COC(=O)c1ccc2c(=O)n(Cc3ccco3)c(SCc3cc(=O)n4ccccc4n3)nc2c1	-0.9	0.6	-1.2	8.8
COc1ccc2c(c1)CCC/C2=N\OC(=O)c1ccc(OC)c([N+](=O)[O-])c1	0.2	0.1	0.9	8.2
O=C(NC1CC1)C1CCN(C2CCN(Cc3cccc4c3OCO4)CC2)CC1	-5.3	-0.2	0.8	-4.3
Cc1ccc(Cc2c(C)nc3c(C(=O)N4CCCCC4)cnn3c2C)cc1	-35.6	-0.1	-0.3	-8.1
Cc1ccc(N(C)C(=O)CN(C)S(=O)(=O)c2ccc3[nH]c4c(c3c2)CCCC4)cc1	-10.8	0.0	-1.6	-3.4
CCOC(=O)CN(C(=O)CCl)c1ccc(F)cc1	77.5*	-0.1	-0.4	-5.4
O=C(Cc1cc(=O)[nH]c(=O)[nH]1)NCc1ccccc1	2.1	-0.1	-0.6	-4.5
Cc1ccc(S(=O)(=O)N(CC(=O)N2CCN(C)CC2)c2ccccc2Cl)cc1	8.3	0.1	0.7	16.6
NC1=NC2(CCCCC2)N(c2ccccc2Cl)C(N)=N1	-5.2	0.1	1.5	-10.2
Cc1cc(C)cc(NC(=O)c2nnn(Cc3ccc(Cl)cc3)c2N)c1	0.3	-0.3	1.8	1.1
COc1ccc(C(C)NC(=O)C23CC4CC(CC(C4)C2)C3)cc1 (configuration not stated)	4.2	0.1	-0.2	-6.8
Cc1ccccc1OCCn1cc(/C=C2/C(=N)N3N=C(CC(C)C)SC3=NC2=O)c2ccccc21	-14.6	0.0	-0.9	10.9
CCC(Sc1nc2ccccc2c(=O)n1CC1CCC(C(=O)NCc2ccccc2)CC1)C(=O)NCc1ccco1 (configuration not stated)	0.7	0.1	-0.5	0.0
CCCCC(=O)NCC1CC(=O)N(c2ccc(OC)cc2)C1 (configuration not stated)	4.9	-0.1	-1.2	-4.7
O=C1CC(Sc2ccccn2)C(=O)N1c1ccc([N+](=O)[O-])cc1 (configuration not stated)	4.8	0.1	-0.2	12.5
O=C1CCCN1CCn1cnc2c(NCCO)nc(N3CCCC3CO)nc21 (configuration not stated)	7.8	0.2	-0.8	-13.2
Cc1ccc(CSc2nnc3nc(C)cc(C)n23)cc1	-10.3	-0.1	-0.9	-2.1
COCCNC(=O)c1cn(C[C@@H]2CCCN(C(=O)OC(C)(C)C)C2)nn1	5.9	0.9	-0.8	16.6
Cc1[nH]c(=O)[nH]c(=O)c1S(=O)(=O)Nc1ccc(F)c([N+](=O)[O-])c1	-2.0	-0.1	0.0	-1.9
Cc1ccc(OCC(=O)NCC(=O)Nc2ccc(F)c(F)c2F)c([N+](=O)[O-])n1	-1.1	0.4	2.4	11.6
Cn1c(=O)c2c(nc(SCC(N)=O)n2Cc2ccc(Cl)cc2)n(C)c1=O	7.7	0.1	-0.8	7.1
COc1ccc(OC)c(NC(=O)CSc2nnc(-c3ccccc3N)n2C)c1	-10.8	0.0	1.3	-8.4
COc1cc(/C=C2\SC(NC(C)=O)=NC2=O)cc(Br)c1OC(C)=O	3.9	-0.2	7.4*	10.8
Cc1ccc(NC(=O)c2cnccn2)cc1Cl	-80.8	-0.1	-0.5	-4.7
CCN(CC)C(=O)CSc1nsc(SCC(=O)N(CC)CC)c1C#N	-12.4	-0.1	-1.8	1.5
O=C(NCc1cccs1)C1CC(=O)N(C2CCCC2)C1 (configuration not stated)	-4.0	-0.1	1.5	-7.4
Cc1cc(=O)n2nc(N3CCCC(C(=O)NCc4ccccc4F)C3)sc2n1 (configuration not stated)	-5.7	0.1	4.7	-2.1
Cc1ccc(SCC(=O)NNC(=O)CCC(=O)c2cccs2)cc1	0.0	-0.2	1.1	-18.9
COCC(C)n1c(C)cc(C(=O)COC(=O)CN=C2NS(=O)(=O)c3ccccc32)c1C (configuration not stated)	2.9	0.0	0.2	1.4
CCOCCCn1c(=S)[nH]c2cc(C(=O)N3CCOCC3)ccc2c1=O	17.5	0.0	0.6	-6.7
C=CCn1c(=O)c(C(=O)Nc2cccc(C)c2C)c(O)c2ccccc21	-13.6	0.0	0.0	-1.4
Cc1noc(CNC(=O)C2CCN(C(=O)Cc3cn(C)c4ccccc34)CC2)n1	1.0	-0.1	-1.1	0.3
CC(C)OC(=O)c1nonc1N(C(=O)c1ccccc1)C(=O)c1ccccc1	-5.0	0.0	-2.5	-7.0
CCc1nnc(NC(=O)CSc2nc(C3CC3)nc3ccccc23)s1	13.1	-0.1	-1.0	-14.8
Cc1ccc(NC(=O)c2c(N)sc3c2CCCCC3)c(C)c1	-3.5	-0.1	-0.1	16.5
COc1cc([N+](=O)[O-])cc2c1C(=O)Nc1ccccc1O2	-24.9	0.0	0.2	9.3
CC(=O)c1cccc(Nc2nc(-c3ccc(C)cc3)cs2)c1	-66.8	0.0	0.6	-8.9
O=[N+]([O-])c1cncc([N+](=O)[O-])c1Nc1cccc(O)c1	6.9	-0.2	-0.7	-4.8
CCCCCC(=O)Cc1cc(O)cc(O)c1C(=O)Oc1cc(CC(=O)CCCCC)c(C(=O)O)c(OC)c1	-11.2	0.0	2.4	0.3
O=C(CSCc1cccc(Cl)c1)Nc1cccc(F)c1	-13.3	0.6	-1.3	23.3
CCSc1nnc(NC(=O)c2oc3ccccc3c2C)s1	-10.4	0.0	0.0	-5.2
COCCOC(=O)C1=C(C)OC(N)=C(C#N)C1c1cc2cc(C)c(C)cc2nc1Cl (configuration not stated)	-7.1	-0.1	-0.7	10.1
O=c1n(CCN2CCCC2)ncc2cccn12	-2.7	0.8	-0.5	-5.4

An excerpt from above, limited to FBW7 act, TEAD-YAP block and MITF inh.
Molecule | FBW7 act | TEAD-YAP block | MITF inh
CCCCCC(=O)Cc1cc(O)cc(O)c1C(=O)Oc1cc(CC(=O)CCCCC)c(C(=O)O)c(OC)c1 | 0.0 | -11.2 | 0.3
O=C(CSCc1cccc(Cl)c1)Nc1cccc(F)c1 | 0.6 | -13.3 | 23.3
CCSc1nnc(NC(=O)c2oc3ccccc3c2C)s1 | 0.0 | -10.4 | -5.2
COCCOC(=O)C1=C(C)OC(N)=C(C#N)C1c1cc2cc(C)c(C)cc2nc1Cl (configuration not stated) | -0.1 | -7.1 | 10.1
O=c1n(CCN2CCCC2)ncc2cccn12 | 0.8 | -2.7 | -5.4

(cont.)
SMILES	TEAD-YAP block	FBW7 act	GPR151 ag	MITF inh
CS(=O)(=O)c1ccc(S(=O)CC(=O)OC2CCCCC2)c([N+](=O)[O-])c1 (configuration not stated)	-21.5	-0.1	2.0	7.6
CCC(=O)c1ccc(N2CCN(C(=O)c3cccc(F)c3)CC2)c(F)c1	11.3	0.3	1.5	12.4
COc1ccnc(N2CCC(NCCCn3ccnc3)CC2)n1	13.1	-0.2	-1.9	1.8
O=C(c1cn(-c2ccc(Cl)cc2)c(=O)c2ccccc12)N1CCN(c2ccccc2)CC1	13.5	0.1	-0.3	-2.4
Cc1ccc(C(=O)NCCN=Cc2ccc([N+](=O)[O-])o2)cc1	23.7	0.5	-0.9	17.0
Cc1cccc(C)c1NC(=O)C(NC(=O)c1ccccn1)c1ccccc1[N+](=O)[O-] (configuration not stated)	3.2	-0.1	1.3	-5.6
COC(=O)c1cc(-c2ccc(OC)c(OC)c2)no1	0.7	0.0	1.4	6.8
COc1cccc(C(=O)Nc2c(-c3ccc(F)cc3)nc3cc(C)ccn23)c1OC	18.5	-0.2	-0.8	-4.6
Cc1[nH]c2ccccc2c1C(Nc1ccccn1)c1ccc(F)cc1 (configuration not stated)	-29.1	0.0	-1.5	1.9
O=c1ccc(C(F)(F)F)cn1-c1ccc(C(F)(F)F)cn1	13.2	0.2	-0.5	8.8
COCCNC(=S)Nc1ccc([N+](=O)[O-])cc1C	5.4	0.6	1.9	7.8
Cn1cccc1CC(=O)N/N=C/c1ccc(Cl)c([N+](=O)[O-])c1	2.0	0.0	1.4	21.5
COc1ccc(-n2nc3c(c2NC(=O)c2ccccc2Cl)CS(=O)(=O)C3)cc1	-3.2	-0.2	-0.5	-8.4
